# Screens: PubChem, Sanford-Burnham Center for Chemical Genomics
# GRIN3A LBD mod – modulates the human NR3A ligand-binding domain | NR3A LBD differential scanning fluorimetry, Tm shift; 0% = protein alone, 100% = glycine-bound protein | Tm shift relative to glycine control, % at 25 µM | hit rate 2.5% among 340,000 | AID 1259313;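 active = melting temperature shift of at least 10% of the positive control shift, at one fixed dose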
# SENP8 block – blocks human SENP8 cleavage of Nedd8 substrate; Q96LD8; recombinant SENP8, Nedd8 substrate fluorescence; inhibition, % at 20 µM; hit rate 0.64% among 360,000; AID 602440; in the data active = inhibition mostly above about 40%, no sharp cut-off; inactive = mostly below about 27%
# SENP1 inh – SENP1 (human) catalytic domain inhibition; AID 624204; Q9P0U3; hit rate 0.21% among 360,000; recombinant SENP1 catalytic domain, CyPet-SUMO1-YPet FRET cleavage; inhibition, % at 10 µM;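 active = inhibition at least 30% at 10 µM, raw YFP signal under a set limit, fluorescence ratio 0.5 to 1.5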;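 also: 0% = enzyme with DMSO and 100% = no enzyme wells; some results filed as inactive read as strong as hits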
#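 Test system: human SENP1 catalytic domain; medium: Tris pH 8 buffer plus EDTA, NaCl, BME, BSA, NP40, catalase; incubation: 50 min reaction at room temperature; technique: FRET, CFP and YFP emission; controls: no-enzyme low control and enzyme-plus-DMSO high control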
# ATG4B inhibitor – ATG4B (human) cysteine protease inhibition; ATG4B cleavage of LC3-PLA2, NBD-HPC fluorescence, 1 h; inhibition, % at 8.33 µM; hit rate 0.51% among 340,000; Q9Y4P1; in the data active = inhibition above about 40%
# SENP6 block – SENP6 protease inhibition | Q9GZR1 | Recombinant SENP6 catalytic domain, aminoluciferin luminescence | inhibition, % at 10 µM | hit rate 1.8% among 330,000 | AID 2599;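 active = inhibition above about 50% at the single tested dose, limit read from the data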;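 also: plate controls were DMSO wells with enzyme for no effect and DMSO wells lacking enzyme for full effect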
# Target sequence (Q9GZR1 628-1112 limits assumed): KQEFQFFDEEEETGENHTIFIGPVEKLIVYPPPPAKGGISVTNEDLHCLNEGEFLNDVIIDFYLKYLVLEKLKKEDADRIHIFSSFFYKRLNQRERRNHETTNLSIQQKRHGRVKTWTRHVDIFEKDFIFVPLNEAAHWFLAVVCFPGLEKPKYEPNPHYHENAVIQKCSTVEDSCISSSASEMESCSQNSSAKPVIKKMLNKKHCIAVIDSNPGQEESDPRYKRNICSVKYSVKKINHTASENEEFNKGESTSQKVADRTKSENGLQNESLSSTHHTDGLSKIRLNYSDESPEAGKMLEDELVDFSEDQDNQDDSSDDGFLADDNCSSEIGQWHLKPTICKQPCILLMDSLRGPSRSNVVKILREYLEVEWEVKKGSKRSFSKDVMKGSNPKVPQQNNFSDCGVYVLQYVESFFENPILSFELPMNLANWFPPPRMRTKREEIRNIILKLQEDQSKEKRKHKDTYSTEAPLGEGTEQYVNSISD
# MPTP inh – inhibitors of mitochondrial permeability transition pore | hit rate 1.4% among 360,000 | inhibition, % at 10 µM | isolated mouse mitochondria, Ca2+ swelling absorbance, 30 min;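 active = inhibition of 50% or more, scaled per plate between neutral and stimulator controls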;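 also: 0% = DMSO wells given calcium and 100% = 1 mM EGTA wells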
# hIAP act – increases human intestinal alkaline phosphatase activity. P09923. AID 2524. hit rate 0.16% among 330,000. activation factor at 10 µM. purified human IAP, CDP-Star luminescence, 30 min; active compounds read high; 1 = vehicle-only enzyme, 0 = enzyme-free background;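 active = activation factor of the enzyme at least 2-fold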; also: the source names both 10 and 20 µM as test concentration; values of inactives mirror those of a sister screen read the other way
# Target sequence (P09923 whole entry, looked up): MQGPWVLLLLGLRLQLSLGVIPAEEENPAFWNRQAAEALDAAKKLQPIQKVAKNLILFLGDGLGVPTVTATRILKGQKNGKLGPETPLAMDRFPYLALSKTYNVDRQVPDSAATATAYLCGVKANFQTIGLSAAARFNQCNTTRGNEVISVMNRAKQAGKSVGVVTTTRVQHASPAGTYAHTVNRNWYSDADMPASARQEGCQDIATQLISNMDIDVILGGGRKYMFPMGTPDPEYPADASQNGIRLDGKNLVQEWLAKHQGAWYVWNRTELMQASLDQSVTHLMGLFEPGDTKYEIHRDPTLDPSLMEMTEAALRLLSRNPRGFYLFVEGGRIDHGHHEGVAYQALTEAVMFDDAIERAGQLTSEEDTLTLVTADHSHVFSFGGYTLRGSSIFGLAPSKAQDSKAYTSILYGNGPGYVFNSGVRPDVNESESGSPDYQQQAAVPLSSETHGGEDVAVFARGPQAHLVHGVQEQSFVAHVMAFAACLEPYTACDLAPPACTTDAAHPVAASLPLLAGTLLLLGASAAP
# PfG6PD inh – PfG6PD (Plasmodium falciparum) enzyme inhibition | PfGluPho enzyme, NADPH resazurin-diaphorase fluorescence | inhibition, % at 20 µM | hit rate 0.78% among 350,000;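 active = inhibition reaching at least a set limit at 20 µM in the primary screen, cut at about 59% in these data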;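 also: 0% = DMSO wells with substrate and 100% = DMSO wells lacking glucose-6-phosphate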
# Starred values were filed as active, the others as inactive; x = not tested or not shown.
SMILES,GRIN3A LBD mod,SENP8 block,SENP1 inh,ATG4B inhibitor,SENP6 block,MPTP inh,hIAP act,PfG6PD inh
CC(=O)N1CCN(c2nc(N)c(C#N)c(CC#N)c2C#N)CC1,0,-69,-2,-3,6,1.6,0.9,6
Cc1ccnc(SCC(=O)c2cc3ccccc3o2)n1,0,4,-1,6,13,-1.8,0.96,38
CC(C)OC(=O)c1ccc(N2C(=O)C3CC=CCC3C2=O)cc1 (stereo not drawn),1,16,3,6,-30,-0.1,0.85,-11
COc1cccc(C2CCCN2Cc2nc(-c3cnccn3)no2)c1 (stereo not drawn),0,32,-5,-3,-8,1.9,0.99,8
CCN(CC)CCC#CC(O)(c1ccccc1)C1CCCCC1 (stereo not drawn),0,3,0,-8,7,0.0,0.83,8
Brc1ccc(NC2=Nc3ccccc3CC2)cc1,0,0,0,8,-19,0.0,1.1,5
Cc1ccc(S(=O)(=O)N2CCOCCOCCOCCOCCOCC2)cc1,-1,16,0,1,2,2.9,0.82,4
COCCNC(=S)N(CCc1c(C)[nH]c2ccccc12)Cc1ccco1,-4,4,0,-8,-13,-1.7,0.96,10
COCCN(C(=O)Cc1cccs1)c1nnc(-c2ccncc2)s1,2,-50,5,7,0,0.1,1,3
NC(=O)COc1ccc(-n2cnnn2)cc1,-3,18,2,-5,8,1.2,0.96,18
O=C(Cc1cccc(C(F)(F)F)c1)Nc1ccccc1N1CCCC1,-1,12,-4,10,-9,0.3,1,-2
Cc1cccc(NC(=O)CCC2CCN(C(=O)c3ccc(C)s3)CC2)c1,0,5,2,5,-16,0.3,0.92,-11
CCOc1ccccc1OCCCC(=O)Nc1ccc(Cl)c(S(=O)(=O)N2CCOCC2)c1,-2,10,2,1,-23,-0.7,1.1,-1
O=c1oc(CCCO)cc2ccc(C#Cc3cccnc3)cc12,0,-472,-7,4,0,-0.8,1.1,-14
O=C(Nc1ccnn1C1CCN(Cc2ccc(O)c(Cl)c2)CC1)C1CCCC1,-2,10,2,14,-16,-0.6,1.1,5
Cc1[nH]nc(NNC(=O)c2ccccc2)c1[N+](=O)[O-],3,10,0,-4,6,2.5,1,-1
CC1CCN(CCCNC(=O)CN2C(=O)CSc3ccc(S(=O)(=O)N4CCOCC4)cc32)CC1,-2,2,2,-1,3,-0.5,1.1,0
O=C(NCC(=O)N1CCCC(C(F)(F)F)C1)c1ccccc1Br (stereo not drawn),1,15,2,-6,1,-0.1,1.1,-24
CCOc1ccc(-c2[nH]nc3c2C(c2ccc(O)cc2)C(C#N)=C(N)O3)cc1 (stereo not drawn),-17,9,-4,-11,-3,3.6,1.1,29
N#Cc1nc(COc2ccc(Cl)cc2)oc1NCc1ccc2c(c1)OCO2,3,11,-28,-13,-4,-1.0,1.1,3
COc1ccc2[nH]c3c(=O)n4c(nc3c2c1)SCCC4,-2,-384,2,-7,-6,-2.5,0.95,-2
O=C(O/C(=C/c1ccccc1)C(F)(F)F)c1ccccc1,2,-3,0,-2,x,-2.1,x,15
CCSc1nc2c(sc3ccccc32)c(=O)n1C(C)C,1,20,1,-5,7,1.3,0.76,9
CCOc1cc(/C=N/NC(=O)C(=O)NCc2ccc3c(c2)OCO3)ccc1OCC(=O)N1CCOCC1,-2,-99,1,-6,-7,-1.2,1.4,7
CN(CC(=O)Nc1ccc(F)cc1)C(=O)CN1C(=O)NC2(CCCc3ccccc32)C1=O (stereo not drawn),-1,-7,-1,2,5,-1.2,1,-2

# Looked up above:
# Result of CCOc1ccccc1OCCCC(=O)Nc1ccc(Cl)c(S(=O)(=O)N2CCOCC2)c1 in SENP6 block: -23
# Result of N#Cc1nc(COc2ccc(Cl)cc2)oc1NCc1ccc2c(c1)OCO2 in SENP1 inh: -28
# Result of CCOc1cc(/C=N/NC(=O)C(=O)NCc2ccc3c(c2)OCO3)ccc1OCC(=O)N1CCOCC1 in SENP6 block: -7

# Back to the main list; the five compounds before the break are reprinted first.
SMILES,GRIN3A LBD mod,SENP8 block,SENP1 inh,ATG4B inhibitor,SENP6 block,MPTP inh,hIAP act,PfG6PD inh
COc1ccc2[nH]c3c(=O)n4c(nc3c2c1)SCCC4,-2,-384,2,-7,-6,-2.5,0.95,-2
O=C(O/C(=C/c1ccccc1)C(F)(F)F)c1ccccc1,2,-3,0,-2,x,-2.1,x,15
CCSc1nc2c(sc3ccccc32)c(=O)n1C(C)C,1,20,1,-5,7,1.3,0.76,9
CCOc1cc(/C=N/NC(=O)C(=O)NCc2ccc3c(c2)OCO3)ccc1OCC(=O)N1CCOCC1,-2,-99,1,-6,-7,-1.2,1.4,7
CN(CC(=O)Nc1ccc(F)cc1)C(=O)CN1C(=O)NC2(CCCc3ccccc32)C1=O (stereo not drawn),-1,-7,-1,2,5,-1.2,1,-2
CCNC(=O)N1C(CC(=O)OCC)C(=O)NC2CCCCC21 (stereo not drawn),-14,20,-2,0,-18,-3.1,0.95,-9
Cc1c(N=C2NC(=O)C(CC(=O)Nc3ccccc3)S2)c(=O)n(-c2ccccc2)n1C (stereo not drawn),1,22,11,2,-12,-2.8,1,0
COCCOc1cc(-n2ccnc2SC)c(Cl)cc1Cl,-8,11,1,1,-6,-1.5,0.82,-22
O=C(O)C1CC(=O)N(C2CCCCCC2)C1 (stereo not drawn),-7,19,2,6,-10,0.9,0.93,-9
C/C(=N\Nc1cccc([N+](=O)[O-])c1)c1cc(F)ccc1O,10*,33,3,0,-22,85*,0.85,84*
CCOc1ccc(C2C(C(=O)/C=C/c3ccco3)=C(O)C(=O)N2CCN2CCOCC2)cc1OC (stereo not drawn),0,-16,-7,-2,0,-1.9,1,18
CC(=O)c1c(C)c2c(n1CCN(C)C)CCCC2,0,5,-5,-8,-24,0.4,1.1,-6
CC1=C[C@@H](C)[C@@H](c2ccccc2)OC1=O,2,9,1,3,0,-0.5,1,18
CC(C)=CCN1CCN(Cc2cc(F)ccc2-n2nc(C)cc2C)CC1CCO (stereo not drawn),-1,9,0,-4,-8,-1.3,1,-7
Cc1cc2c(cn1)C(CCC#N)(CCC#N)c1ccccc1-2,2,1,0,2,4,0.2,0.84,-3
Nc1nc(-c2ccc(Cl)cc2)nc(-c2ccc(Cl)cc2)n1,-3,15,-1,10,-11,-0.2,0.87,-2
COc1ccc(N2CCN(CCNS(=O)(=O)c3cccc4nsnc34)CC2)cc1,1,10,2,-3,x,-0.6,x,3
COc1ccc(OCCCC(=O)Nc2ccc3c(c2)OCCO3)cc1,-4,12,1,-1,-12,0.6,0.93,0
COC(=O)c1ccc(CNC(=O)c2ccc3c(c2)OCCO3)cc1,-5,-6,0,-3,7,0.1,1,-3
Cc1cc(OCC(=O)NCc2ccccn2)c2c(C)c(C)c(=O)oc2c1,-1,-468,0,1,-3,0.2,1.3,-2
NC(=O)C1(N2CCCCC2)CCN(C(=S)NC2CCCC2)CC1,-3,12,0,3,2,-1.6,1.1,-8
COc1ccc(-n2c(Cc3ccccc3)nnc2SCc2ccc([N+](=O)[O-])cc2)cc1,1,4,3,-12,-15,2.6,1.1,20
O=C(NCc1ccc(F)cc1)c1cc(-c2ccncc2)nc2ccccc12,0,3,1,-5,-22,-0.4,1.1,8
Cn1c(N/N=C/c2cccs2)cc(=O)n(C)c1=O,-1,-50,-7,-10,-8,-1.3,1.1,-3
Cc1ccc(-c2ccc(=O)n(CC(=O)NCCN3C(C)CCCC3C)n2)cc1 (stereo not drawn),2,-28,-28,3,2,-0.1,0.82,-7
O=C(COC(=O)c1ccc2c(c1)C(=O)N(Cc1ccco1)C2=O)NCC(F)(F)F,-1,20,3,-1,-12,-0.4,1.1,-6
O=C1CC(N2CCN(S(=O)(=O)c3ccc([N+](=O)[O-])cc3)CC2)C(=O)N1c1ccccc1F (stereo not drawn),-3,11,3,-8,-18,-2.7,1.1,14
O=C(c1ccccc1)c1ccc(OCCn2cnc3ccccc3c2=O)cc1,0,4,0,1,-5,-1.9,0.92,7
COc1cc2c(cc1OC)C(c1ccncc1)CC(=O)N2 (stereo not drawn),-1,-18,-2,-2,-4,-0.6,1,-12
COC(=O)c1cccc(NC(=O)Cc2nc(-c3ccccc3)sc2-c2ccc(C)cc2)c1,3,-17,-2,-2,-3,45,0.91,10
SMILES,GRIN3A LBD mod,SENP8 block,SENP1 inh,ATG4B inhibitor,SENP6 block,MPTP inh,hIAP act,PfG6PD inh
CN(CC1COc2ccccc2O1)C(=O)CSc1ncnc2sccc12 (stereo not drawn),0,-27,-15,5,-20,-0.4,1,32
O=C(Cc1ccc(Cl)cc1)NC1CCCCCC1,-3,13,3,-2,0,-1.1,0.89,-13
CN1CC(=O)N2C(c3cccc([N+](=O)[O-])c3)c3[nH]c4ccccc4c3C[C@H]2C1=O (stereo partly drawn),-2,12,2,1,9,-1.3,0.92,-2
COc1ccc(C(=O)n2nc(-c3ccccc3)nc2N)cc1OC,-2,11,3,-9,-22,0.3,1,2
Cn1nccc1C(=O)Oc1ccc(/C=N/NC(=O)c2ccccc2O)cc1,-23,-380,-2,7,31,1.0,0.96,-19
COc1nnc(-c2ccc(N3CCOCC3)c(NC(C)=O)c2)c2ccccc12,-1,-15,-5,-13,3,-0.5,0.92,-8
CN(CC(=O)Nc1ccccc1Cl)C(=O)COC(=O)Cc1c(F)cccc1Cl,-24,3,1,-2,-7,-0.8,1.2,-5
Cc1c(C(=O)NCC2CCCO2)oc2ccccc12 (stereo not drawn),-4,5,-2,0,12,-1.1,0.95,-2
COc1ccc(/C=C/C(=O)c2cc(Cl)ccc2O)c(OC)c1,-8,29,-5,3,6,3.5,0.93,4
CCOC(=O)c1c2ccccc2[n+]([O-])n1CCO,-1,13,1,-3,3,0.5,1,-7
CNc1nc(Cl)nc(NC(C)(C)C)n1,2,18,-2,0,-14,-5.7,0.92,-5
CC(C)N(Cc1ccccc1)C(=O)c1cccs1,-1,7,0,-2,9,0.3,1.2,-2
O=C(NCCCN1CCCC1)c1ccc2c(c1)N(Cc1cccc(Cl)c1)C(=O)c1ccccc1S2(=O)=O,x,13,-1,x,x,-2.5,x,17
COc1ccc(C(=O)Nc2nccs2)cc1,2,22,1,-10,52*,0.4,1,0
O=C(COc1ccccc1F)Nc1ccc2c(c1)OCCO2,-2,21,-2,-2,-10,0.1,1.1,-18
CCN(CC)C(=O)[C@H]1C[C@H](CC(=O)NCc2ccco2)C(=O)N2CCc3c([nH]c4cc(CCC(=O)N(C)C)ccc34)[C@]12C,1,10,-2,-5,x,-0.7,x,14
C/C(=N\O)C(=O)NCc1ccccn1,-3,-4,0,-7,14,-2.6,1,-9
COC(=O)C1CCN(C(=O)COC(=O)Cn2cnnn2)CC1,0,x,x,-4,-21,x,1.1,-2
C[C@@H]1C=C(C(=O)O)O[C@H](OCc2ccc(CO)cc2)C1,-1,2,2,0,-19,0.1,0.97,-17
COc1cc(OC)c(N(C)S(=O)(=O)c2cccc(C(=O)OCC(=O)NCc3ccco3)c2)cc1Cl,-2,-2,1,-10,-3,-0.4,0.92,3
O=C(COc1cccc2cccnc12)N/N=C1\SCC(=O)N1Cc1ccccc1,-1,6,0,9,-19,0.2,1.1,0
CC(=O)c1cccc(N(C(=O)c2ccco2)C(C(=O)NC2CCCCC2)c2ccc(C)o2)c1 (stereo not drawn),-1,-1,2,-8,21,-1.7,0.98,9
Cc1ccc(Nc2nnc(SC(C)C(=O)NC3CC3)s2)cc1 (stereo not drawn),-2,7,1,3,-2,0.6,1,32
Cc1ccc(CNC(=O)C(=O)NCC2OCCN2C(=O)c2ccc3c(c2)OCO3)cc1 (stereo not drawn),0,7,-3,-1,-19,1.3,1.1,-4
Cc1c(CNCCC2=CCCCC2)c(C(=O)O)c(C)n1Cc1ccccc1,-2,6,0,-5,-23,3.9,1,20
O=C(NCc1ccccc1F)C1CCN(C(=O)c2sccc2-n2cccc2)CC1,-1,25,0,-2,9,1.5,1.1,-9
N#Cc1ccc(C23CC4(C2)[C@H](CN(Cc2ccc(-c5ccccc5)cc2)[C@@H]4c2ccccc2)C3c2ccccc2)cc1 (stereo partly drawn),-5,1,-2,3,1,1.5,0.89,12
